# Scp-1 inhibitor = Scp-1 (human) phosphatase inhibition | 340,000 compounds, 0.88% hits | Recombinant Scp1, phosphopeptide, malachite green phosphate absorbance | inhibition, % at 20 µM | AID 493091 | Q9GZU7;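 active = inhibition above about 50% at 20 µM, limit read from the data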;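 note: plate controls were DMSO wells with enzyme for no effect and wells lacking enzyme for full effect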
# Target sequence (Q9GZU7 76-261 limits assumed): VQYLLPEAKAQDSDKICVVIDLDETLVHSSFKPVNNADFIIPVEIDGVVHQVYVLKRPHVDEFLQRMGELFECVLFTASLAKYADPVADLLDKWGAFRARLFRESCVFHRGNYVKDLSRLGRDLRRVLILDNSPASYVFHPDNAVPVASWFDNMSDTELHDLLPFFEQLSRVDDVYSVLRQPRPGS
#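 System: truncated SCP-1 phosphatase (76-261aa); medium: Tris acetate buffer pH 5.5 with MgCl2 and Tween-20; incubation: 45 min room-temperature reaction, 5 min colour, 30 min stabiliser; compound: single 20 µM dose, 1% DMSO; reagent: Phosphorylated 17-residue peptide substrate; read-out: % inhibition at 20 µM; technique: colorimetric free-phosphate detection, absorbance 630 nm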
# TbMetRS inhib = Trypanosoma brucei MetRS inhibition; purified T. brucei MetRS, ATP depletion, Kinase-Glo luminescence; inhibition, % at 11.9 µM; 360,000 compounds, 0.4% hits; AID 624268;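 active = inhibition above a per-plate cutoff of the control wells' mean inhibition plus 3 SD, cut at about 5.5% in these data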;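 note: 0% = DMSO wells median and 100% = median of wells with control inhibitor compound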
#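 Test system: purified T. brucei MetRS enzyme. Also added: ATP, methionine and E. coli bulk tRNA substrates. Compound: 11.9 µM single point. Schedule: 15 min enzyme-compound preincubation, 2 h reaction, 10 min detection, 25 °C. Signal: luciferase luminescence of residual ATP, Kinase-Glo. Evaluation: percent inhibition versus plate control medians. Controls: DMSO wells, low control.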
# SUMO1 PPI mod = modulators of human SUMO1-mediated protein-protein interactions; SUMO1 binding to a labelled peptide, TR-FRET, 1 h; inhibition, % at 20 µM; 360,000 compounds, 0.33% hits; AID 602429; in the data active = inhibition above about 37%
# Target sequence (P63165 whole entry, looked up): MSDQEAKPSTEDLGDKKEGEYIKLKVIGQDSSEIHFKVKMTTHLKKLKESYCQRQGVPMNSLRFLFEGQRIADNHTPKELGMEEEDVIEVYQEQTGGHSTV
# DNMT1 block = DNMT1 (human) enzyme inhibition; P26358; DNMT1 molecular beacon, Hinp1I cleavage, fluorescence; inhibition (reported as % activation of signal), % at 10 µM; 360,000 compounds, 0.83% hits; in the data active = inhibition above about 50%
# NadD block = inhibitors of Staphylococcus aureus NadD; 360,000 compounds, 0.78% hits; inhibition, % at 20 µM; purified NadD enzyme, colorimetric absorbance read-out; in the data active = inhibition above about 26%; note: some compounds past the cut are filed as inactive
# MLLE-PAM2 inh = inhibitors of microRNA-mediated deadenylation, human PABP1 MLLE binding; P11940; GST-MLLE / FITC-PAM2 fluorescence polarization; inhibition, % at 20 µM; 360,000 compounds, 0.36% hits; AID 588489; in the data active = inhibition above about 35%, passing the limit was not always enough;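 note: plate controls were DMSO wells with GST-MLLE for no effect and wells lacking GST-MLLE protein for full effect; some results filed as inactive read as strong as hits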
# CSN inh = inhibitors of human CSN-mediated cullin deneddylation. Q92905. Purified CSN, SCF-Nedd8-OG deneddylation, fluorescence polarization. inhibition, % at 12.5 µM. 360,000 compounds, 0.38% hits. AID 651999;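 active = pattern-corrected inhibition above about 35%, with an unprinted fluorescence ratio check between 0.5 and 1.5, limit read from the data, passing the limit was not always enough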;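 note: 0% = enzyme with substrate and 100% = substrate without enzyme; some results filed as inactive read as strong as hits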
# Target sequence (Q92905 whole entry, looked up, one chain of several): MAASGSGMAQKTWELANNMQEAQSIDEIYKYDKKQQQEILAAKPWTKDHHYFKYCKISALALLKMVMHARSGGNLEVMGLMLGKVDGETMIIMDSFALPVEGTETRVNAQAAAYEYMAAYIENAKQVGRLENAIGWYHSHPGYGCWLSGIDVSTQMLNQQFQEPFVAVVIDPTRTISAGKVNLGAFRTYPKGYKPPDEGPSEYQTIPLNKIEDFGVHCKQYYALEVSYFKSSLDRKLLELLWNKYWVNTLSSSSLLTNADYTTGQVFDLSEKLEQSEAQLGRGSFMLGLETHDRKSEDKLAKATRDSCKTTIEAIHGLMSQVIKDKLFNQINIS
#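 Assay system: HEK293T-derived human Csn5 enzyme; quantity: 0.24 nM enzyme; medium: Tris/NaCl/DTT buffer, pH 7.5; also added: substrate SCFSkp2-Nedd8OG, 10 nM; doses: 12.5 µM compound; schedule: 90 min reaction at room temperature; signal: FP; read-out: % inhibition of substrate cleavage by Csn5; benchmarks: substrate-only high control, full reaction low control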
# LMPTP block = blocks human LMPTP phosphatase; P24666; recombinant LMPTP-A, OMFP fluorogenic substrate, fluorescence intensity; inhibition, % at 20 µM; 360,000 compounds, 0.22% hits; AID 651560;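 active = compounds that cut the enzyme signal by at least half of the control window in the single-dose screen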;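 note: plate controls were DMSO wells with enzyme plus substrate for no effect and substrate without enzyme for full effect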
# Target sequence (P24666 whole entry, looked up): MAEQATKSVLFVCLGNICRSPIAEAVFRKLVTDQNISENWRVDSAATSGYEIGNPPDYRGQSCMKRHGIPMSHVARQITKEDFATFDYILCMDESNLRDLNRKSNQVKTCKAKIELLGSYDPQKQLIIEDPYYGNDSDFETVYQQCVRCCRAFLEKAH
#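 material = LMPTP-A | quantity = 0.625 nM enzyme | reagent = OMFP substrate, 400 µM final | buffer or medium = Bis-Tris pH 6.0, DTT, detergent | detection = endpoint fluorescence intensity from OMFP dephosphorylation | dosing = single 20 µM dose | read-out basis = % inhibition relative to no-enzyme and uninhibited control wells | control set = no-enzyme and uninhibited controls | timing = 50 min at room temperature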
# STEP inh = STEP (human) phosphatase inhibition. P54829. recombinant STEP, OMFP fluorogenic substrate, fluorescence. inhibition, % at 20 µM. 360,000 compounds, 0.25% hits. AID 588621;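 active = inhibition at 20 µM, scaled per plate between control wells, above about 37%, limit read from the data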;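 note: 0% = DMSO with enzyme and substrate and 100% = substrate only without enzyme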
#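 Assay system: isolated STEP enzyme. Buffer or medium: pH 6.0 Bis-Tris with DTT and Tween 20. Also added: fluorogenic phosphatase substrate OMFP at 25 µM final. Dosing: 20 µM, 1% DMSO. Timing: 20 min reaction, room temperature, in the dark. Measured by: fluorescence intensity, excitation 480 nm, emission 540 nm. Evaluation: normalized % inhibition.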
# Rpn11 block = blocks the human proteasome subunit Rpn11; O00487; human 26S proteasome, Ub4-pepOG fluorescence polarization; 20S core pre-blocked with epoxomicin; calls only at 20 µM; 360,000 compounds, 0.59% hits; AID 588493;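 active = inhibition at 20 µM, scaled to each plate's controls, above about 33%, limit read from the data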
# The depositor's hits bear a star; i = inactive; · = not tested or not shown.
cpd	smiles	Scp-1 inhibitor	TbMetRS inhib	SUMO1 PPI mod	DNMT1 block	NadD block
1	Oc1ccccc1Oc1c(F)c(F)nc(N2CCCC2)c1F	-6	-0.1	2	-19	0
2	Cc1ccsc1C(=O)N(CC(C)C)c1c(N)n(Cc2ccccc2)c(=O)[nH]c1=O	2	-0.2	-2	-1	1
3	COc1ccc(S(=O)(=O)NNC(=O)Nc2ccc(C)cc2C)c(OC)c1	-12	0.4	-8	1	2
4	Cc1ccc(S(=O)(=O)NN2CCCCCC2)cc1	·	-0.3	4	-7	4
5	COC(=O)[C@]12CCCCC=C1N(CCc1ccc(OC)c(OC)c1)C(=O)[C@H](CC(=O)NCc1ccccc1)C2	·	0.3	3	·	·
6	O=C(NCc1ccccn1)Nc1ccc(F)cc1	-5	0.3	-4	0	8
7	Cc1noc(C)c1C(=O)Nc1sc2c(c1C(N)=O)CCCCC2	-2	-0.7	2	10	-3
8	CCOc1ccc(CNC(=O)Cn2nc(C)c3c(C)n(-c4ccc(C)cc4)nc3c2=O)cc1	85*	-0.4	5	19	1
9	O=C(c1cccs1)N1CCOCC1	-5	-0.3	-2	-1	3
10	CCOC(=O)Cn1nc(-c2ccccc2)nc1-c1ccccc1	-3	-1.1	1	2	2
11	COc1ccccc1NC(=O)Cn1c2ccc(F)cc2c2nc3n(c(=O)c21)CCS3	-9	-0.3	-8	0	5
12	COc1ccc(NC(=O)Nc2cccc(OC)c2)cc1	-2	-1.5	-5	0	-2
13	COCCN(C(=S)Nc1cc(C)ccc1C)C(C)c1cccnc1 (stereo not drawn)	-5	0.1	2	4	6
14	O=C(c1ccc(OC2CCN(CCO)CC2)cc1)N1CCCC1	-5	-0.8	0	2	-5
15	Cc1c(Cl)cnc(NC(=O)COC(=O)CCS(=O)(=O)c2ccccc2)c1Cl	6	-0.7	11	3	1

cpd	MLLE-PAM2 inh	CSN inh	LMPTP block	STEP inh	Rpn11 block
1	9	-2	2.5	-2	i
2	1	-3	0.0	1	i
3	2	-1	-2.5	-1	i
4	-122	13	1.4	-2	i
5	·	0	-0.6	·	·
6	20	0	-1.4	0	i
7	22	-1	-0.9	4	i
8	9	22	12	16	i
9	-1	-5	-0.6	-2	i
10	11	2	-0.8	-1	i
11	-7	6	2.6	0	i
12	-3	-3	-0.8	-6	i
13	4	-2	-0.5	-1	i
14	1	0	-0.7	-2	i
15	-3	-1	0.2	0	i

# Next section
cpd	smiles	Scp-1 inhibitor	TbMetRS inhib	SUMO1 PPI mod	DNMT1 block	NadD block
16	Cc1ccc2nc(NC(=O)/C=C/c3ccc4c(c3)OCO4)sc2c1	6	-0.9	-1	56*	16
17	COc1ccccc1CCNC(=O)C1CCN(C(=O)/C=C/c2ccccc2)CC1	-8	-0.2	-2	-1	1
18	CCCc1c(C(=O)N/N=C(\CC)c2ccccc2)nnn1-c1nonc1N	·	-0.2	-2	21	-2
19	C/C(=N\NC(=O)CCc1ccc(S(=O)(=O)N2CCOCC2)cc1)c1ccc(OC(F)F)cc1	-2	0.3	3	8	-4
20	COCOCCn1cc(CN2CCS(=O)(=O)N(Cc3ccc(-c4ccc(OC)nc4)cc3)C(C(C)C)C2=O)nn1 (stereo not drawn)	·	0.1	4	31	8
21	COC(=O)Cc1nnc(NC(=O)C(C)C)s1	2	0.5	0	0	3
22	O=C(CN1CCOCC1)N/N=C/c1cc2ccccc2nc1Cl	-2	-0.2	-24	1	0
23	CCOc1c(OC)cccc1C(=O)NCC1(c2ccccc2)CCCC1	-14	-1.2	4	2	-2
24	O=C(NCC1CCCO1)c1ccc(CNS(=O)(=O)c2cccc(Cl)c2)cc1 (stereo not drawn)	1	-0.3	4	-5	-1
25	CCN1CCN(C(C(=O)NC2CCCCC2)c2cc3ccccc3o2)CC1 (stereo not drawn)	·	-0.7	4	0	-1
26	CC1CN(C=O)CC(C)N1CCN1C(C)CN(C=O)CC1C (stereo not drawn)	1	-0.1	-3	0	3
27	COc1cccc(CCNC(=O)CCc2nnc(-c3cc(C)oc3C)o2)c1	-3	-0.9	0	-2	-2
28	Fc1ccc2nc(N3CCCC3)sc2c1	-5	-0.4	2	-6	-2
29	O=C(Nc1nc2ccc(Cl)cc2s1)c1ccco1	3	-1.1	1	-1	-9
30	CCOc1ccc(C(=O)COC(C)=O)cc1	-6	-1.1	-3	-2	3

cpd	MLLE-PAM2 inh	CSN inh	LMPTP block	STEP inh	Rpn11 block
16	9	-1	7.9	10	i
17	-70	3	0.1	3	i
18	3	-3	-1.1	-1	i
19	-10	-6	1.3	-4	i
20	-16	4	7.3	0	i
21	5	-2	-1.3	-1	i
22	10	-1	-3.3	2	i
23	3	2	2.0	2	i
24	21	-8	0.5	-2	i
25	-13	1	-2.4	-1	i
26	-2	-3	-1.6	1	i
27	19	0	-0.2	3	i
28	2	-6	0.4	-6	i
29	4	2	-0.8	-4	i
30	-6	-5	-1.5	-2	i

# In another format: entries from further up.
(24) O=C(NCC1CCCO1)c1ccc(CNS(=O)(=O)c2cccc(Cl)c2)cc1 (stereo not drawn)
  Scp-1 inhibitor: 1; TbMetRS inhib: -0.3; SUMO1 PPI mod: 4; DNMT1 block: -5; NadD block: -1; MLLE-PAM2 inh: 21; CSN inh: -8; LMPTP block: 0.5; STEP inh: -2; Rpn11 block: i
(25) CCN1CCN(C(C(=O)NC2CCCCC2)c2cc3ccccc3o2)CC1 (stereo not drawn)
  Scp-1 inhibitor: ·; TbMetRS inhib: -0.7; SUMO1 PPI mod: 4; DNMT1 block: 0; NadD block: -1; MLLE-PAM2 inh: -13; CSN inh: 1; LMPTP block: -2.4; STEP inh: -1; Rpn11 block: i

# Arranged by length of the SMILES (smallest number first): some entries from above
cpd	smiles	Scp-1 inhibitor	TbMetRS inhib	SUMO1 PPI mod	DNMT1 block	NadD block
30	CCOc1ccc(C(=O)COC(C)=O)cc1	-6	-1.1	-3	-2	3
21	COC(=O)Cc1nnc(NC(=O)C(C)C)s1	2	0.5	0	0	3
29	O=C(Nc1nc2ccc(Cl)cc2s1)c1ccco1	3	-1.1	1	-1	-9
22	O=C(CN1CCOCC1)N/N=C/c1cc2ccccc2nc1Cl	-2	-0.2	-24	1	0
23	CCOc1c(OC)cccc1C(=O)NCC1(c2ccccc2)CCCC1	-14	-1.2	4	2	-2
25	CCN1CCN(C(C(=O)NC2CCCCC2)c2cc3ccccc3o2)CC1 (stereo not drawn)	·	-0.7	4	0	-1
27	COc1cccc(CCNC(=O)CCc2nnc(-c3cc(C)oc3C)o2)c1	-3	-0.9	0	-2	-2
18	CCCc1c(C(=O)N/N=C(\CC)c2ccccc2)nnn1-c1nonc1N	·	-0.2	-2	21	-2
19	C/C(=N\NC(=O)CCc1ccc(S(=O)(=O)N2CCOCC2)cc1)c1ccc(OC(F)F)cc1	-2	0.3	3	8	-4
20	COCOCCn1cc(CN2CCS(=O)(=O)N(Cc3ccc(-c4ccc(OC)nc4)cc3)C(C(C)C)C2=O)nn1 (stereo not drawn)	·	0.1	4	31	8

cpd	MLLE-PAM2 inh	CSN inh	LMPTP block	STEP inh	Rpn11 block
30	-6	-5	-1.5	-2	i
21	5	-2	-1.3	-1	i
29	4	2	-0.8	-4	i
22	10	-1	-3.3	2	i
23	3	2	2.0	2	i
25	-13	1	-2.4	-1	i
27	19	0	-0.2	3	i
18	3	-3	-1.1	-1	i
19	-10	-6	1.3	-4	i
20	-16	4	7.3	0	i

# More entries
cpd	smiles	Scp-1 inhibitor	TbMetRS inhib	SUMO1 PPI mod	DNMT1 block	NadD block
31	CC(=O)C(Cl)C(=O)Nc1ccccc1 (stereo not drawn)	0	-0.7	-3	0	-1
32	CCOC(=O)c1c(C)[nH]c(C(=O)COC(=O)CNC(=O)c2ccc(Br)cc2)c1C	-10	0.1	-2	-4	-1
33	O=C(c1ccco1)N1CCN=C1SCc1cccnc1	-4	-0.6	3	1	-3
34	CCC(=O)Nc1cc2c(cc1C(C)=O)OCCO2	-10	-0.4	-3	1	-4
35	COc1ccc(CNc2ccccc2SC)cc1OC	-10	-0.4	1	-9	-3
36	C#CCNC(=O)C[C@@H]1C[C@@]2(C(=O)OC)CCCCC=C2N(Cc2ccc(Cl)cc2Cl)C1=O	·	0.5	6	·	4
37	CCN(CC)/C(N)=N/c1nc(C)cc(C)n1	1	-0.8	-3	-2	-4
38	COc1cc(NC(=O)c2ccccc2-n2cnnn2)cc(OC)c1	-5	-0.5	4	0	-2
39	Cc1cc(C)cc(C(=O)NCCN2CCOCC2)c1	-5	0.2	-4	2	-2
40	CCCOc1ccc(C2c3c(oc4cc(C)c(C)cc4c3=O)C(=O)N2CCCN(C)C)cc1 (stereo not drawn)	-12	-0.6	-10	-2	-7
41	Cc1c(C)n(Cc2ccc(Cl)cc2)c2ccc(C(=O)NCCN3CCOCC3)cc12	1	-0.9	3	-3	-13
42	CC(C)C[C@H](NC(=O)OC(C)(C)C)C(=O)N1CCC(C(=O)N[C@@H](Cc2c[nH]c3ccccc23)C(=O)O)CC1	-9	0.1	4	1	0
43	Cc1ccc(NC(=O)CSc2ccc3nnc(-c4cccnc4)n3n2)cc1	-2	0.0	28	2	1
44	CC(C)C[C@H](NS(=O)(=O)c1ccc(Br)cc1)C(=O)O	-3	-0.9	0	7	-1
45	COc1ccc(CCNC(=O)c2cc3c(F)cccc3s2)cc1OC	-1	-0.3	-2	-3	-13
46	CCN1CCN(Cc2ccc(NC(=O)c3ccc(C)c(NC(=O)c4nccnc4N)c3)cc2C(F)(F)F)CC1	-2	-0.5	-17	-7	-4

cpd	MLLE-PAM2 inh	CSN inh	LMPTP block	STEP inh	Rpn11 block
31	33	-2	-1.7	2	i
32	3	2	1.7	2	i
33	6	2	-0.9	-1	i
34	-15	-1	-2.8	2	i
35	17	-1	-1.0	-2	i
36	·	1	1.2	·	·
37	-1	-1	-0.4	-5	i
38	5	-7	-0.5	-4	i
39	2	3	-2.2	-2	i
40	1	-6	-1.8	0	i
41	-5	3	-0.7	1	i
42	-8	3	-0.5	2	i
43	9	0	-0.2	0	i
44	-8	-5	-1.2	0	i
45	2	-2	1.2	-2	i
46	-4	1	1.5	-3	i
